PfM18AAP inh – blocks P. falciparum M18 aspartyl aminopeptidase | inhibition, % at 7.35 µM | recombinant PfM18AAP, H-Glu-NHMec fluorogenic cleavage | 290,000 compounds, 1.2% hits;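 active = inhibition above the campaign mean inhibition over all tested compounds plus 3 SD, cut at about 28% in these data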;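 note: 0% = plate median of test compound wells and 100% = 2 mM ZnCl2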
pCIP destab – compounds decreasing mouse p/CIP protein stability; Q05BA5; F442A p/CIP-EGFP cells, EGFP fluorescence, 16 h; decrease of EGFP signal, % at 10 µM; 290,000 compounds, 0.01% hits; AID 1984;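 active = EGFP signal decrease of at least 30% at 10 µM or well 3 SD below plate mean, unless failing retest; inactive = the rest, including hits failing retest or dose response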; note: some compounds called inactive have numbers as strong as hits; many of its hits are not listed in these tables
IDE act – IDE (human) activation, cell-based | activation, % at 5.96 µM | AID 493087 | 340,000 compounds, 0.073% hits | HEK cells, FAbeta-B cleavage, fluorescence polarization; 0% vehicle, 100% cell-free pure enzyme wells;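 active = activation above the mean of all tested compounds plus 3 SD, set per screening campaign, cut at about 17% in these data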
DNA FID counter – counter-screen for HCV NS3 helicase inhibitors: DNA intercalator displacement; DNA fluorescent intercalator displacement, fluorescence; inhibition, % at 7.9 µM; 290,000 compounds, 0.17% hits; AID 1845; in the data active = inhibition above about 37%;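 note: 0% = vehicle and 100% = reference compound; higher means more ethidium bromide displaced from hairpin DNA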
HCV NS3 hel inh – blocks Hepatitis C virus NS3 helicase unwinding; 290,000 compounds, 0.56% hits; inhibition, % at 10.9 µM; NS3 helicase DNA unwinding, Cy5 molecular beacon fluorescence;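 active = inhibition above the mean of all tested compounds plus 3 SD, set per campaign, cut at about 35% in these data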;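 note: 0% = DMSO wells and 100% = thioflavine S control wells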
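System: HCV NS3 helicase fragment; control set: DMSO and thioflavine S; technique: Cy5 fluorescence at 0 and 60 min, beacon hairpin quenching; reagent: beacon DNA duplex substrate plus ATP; replicates: singlicate; schedule: 1 h reaction at 25 °C, ATP-initiated; medium: MOPS buffer pH 6.5 with MgCl2, DTT, Tween20, BSA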
IMP-1 inhibitor – inhibitors of Pseudomonas aeruginosa IMP-1 metallo-beta-lactamase; 290,000 compounds, 0.45% hits; purified IMP-1, nitrocefin hydrolysis, epi-absorbance fluorescence; inhibition, % at 5.6 µM; AID 1556;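 active = inhibition above the mean plus 3 SD of all compounds in the same screening run, cut at about 4.5% in these data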;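 note: 0% = IMP-1 with DMSO and 100% = DMSO wells lacking enzyme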
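system = purified recombinant IMP-1 beta-lactamase | amount = 0.2 nM IMP-1, as dispensed | medium = HEPES buffer pH 7.1 with ZnSO4 and Brij 35 | times = 25 °C, 15 min preincubation, 25 min reaction | detection = plate fluorescence quenching by hydrolysis product, ex 480/em 530 nm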
UBC9 SUMO inh – blocks human SUMOylation mediated by UBC9; P63279; HTRF SUMOylation assay, SAE1/SAE2 + UBC9, in vitro; inhibition, % at 35 µM; 290,000 compounds, 0.36% hits; AID 2006; in the data active = inhibition above about 50%, passing the limit was not always enough; note: strong numbers were not always called active
Target sequence (P63279 whole entry, looked up): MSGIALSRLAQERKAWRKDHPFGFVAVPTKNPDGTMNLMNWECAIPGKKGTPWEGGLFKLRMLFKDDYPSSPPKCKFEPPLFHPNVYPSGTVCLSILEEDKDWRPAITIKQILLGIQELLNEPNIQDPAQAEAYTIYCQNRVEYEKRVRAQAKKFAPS
IDE inh – cellular human IDE inhibition; 320,000 compounds, 0.41% hits; inhibition, % at 5.59 µM; HEK cells, FAbetaB cleavage, fluorescence polarization; AID 434962; P14735;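 active = percent inhibition above the average of all tested compounds plus 3 SD, set per screening campaign, cut at about 16% in these data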;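 note: IDE supplied by intact live HEK cells; FP after avidin binding of uncleaved biotin substrate so inhibition keeps polarization high; 0% = DMSO wells and 100% = 60 µM reference IDE inhibitor Ii1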
VIM-2 inhibitor – blocks Pseudomonas aeruginosa VIM-2 metallo-beta-lactamase. purified VIM-2, nitrocefin hydrolysis, epi-absorbance fluorescence. AID 1527. 290,000 compounds, 0.89% hits. inhibition, % at 5.6 µM;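 active = inhibition above the mean of all tested compounds plus 3 SD, cutoff set per screening run, cut at about 7.5% in these data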;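 note: red hydrolysis product quenches plate fluorescence so inhibitors raise well fluorescence; 0% = enzyme with DMSO and 100% = DMSO without enzyme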
* marks the source's active call; other numbers are inactive results.

What do the screens show for `Cc1nnc2n(c1=O)C(CS(=O)(=O)c1ccc3ccccc3c1)CS2` (stereo unspecified)?
PfM18AAP inh: -9; pCIP destab: -4; IDE act: 4; DNA FID counter: -4; HCV NS3 hel inh: 12; IMP-1 inhibitor: -2.5; UBC9 SUMO inh: 12; IDE inh: -2; VIM-2 inhibitor: -2.8

Results for Cc1ccc(C(=O)CC(=O)c2ccccc2)cc1 ?
PfM18AAP inh: 4; pCIP destab: -2; IDE act: -2; DNA FID counter: -9; HCV NS3 hel inh: 31; IMP-1 inhibitor: -4.8; UBC9 SUMO inh: 1; IDE inh: -1; VIM-2 inhibitor: -4.4

How did COCCNC(=O)Cn1nc(C(F)(F)F)c(Cl)c1C do in these assays?
PfM18AAP inh: 3; pCIP destab: -8; IDE act: -1; DNA FID counter: 0; HCV NS3 hel inh: 2; IMP-1 inhibitor: -2.4; UBC9 SUMO inh: 0; IDE inh: -4; VIM-2 inhibitor: -0.5

What do the screens show for `CCCS(=O)(=O)N1CCCC(C(=O)NCc2ccc3c(c2)OCO3)C1` (stereo unspecified)?
PfM18AAP inh: -5; pCIP destab: -1; IDE act: 7; DNA FID counter: -6; HCV NS3 hel inh: 11; IMP-1 inhibitor: -1.8; UBC9 SUMO inh: 1; IDE inh: 5; VIM-2 inhibitor: -4.0

Results for CCCCN(C)CCCNC(=O)C1CC(=O)N(Cc2ccc(OC)cc2)C1 (stereo unspecified) ?
PfM18AAP inh: 0; pCIP destab: -13; IDE act: 3; DNA FID counter: 2; HCV NS3 hel inh: 4; IMP-1 inhibitor: -0.1; UBC9 SUMO inh: 17; IDE inh: -1; VIM-2 inhibitor: -0.1

How did COc1cc(OC)c(C(=O)OCC(=O)Nc2cc(C)on2)cc1OC do in these assays?
PfM18AAP inh: -10; pCIP destab: 9; IDE act: 8; DNA FID counter: -7; HCV NS3 hel inh: -24; IMP-1 inhibitor: -2.8; UBC9 SUMO inh: 10; IDE inh: -3; VIM-2 inhibitor: 0.6

How did O=C(NCCc1cccnc1)C1CCC(=O)N(Cc2cccc(C(F)(F)F)c2)C1 (stereo unspecified) do in these assays?
PfM18AAP inh: 1; pCIP destab: -19; IDE act: 1; DNA FID counter: -12; HCV NS3 hel inh: 6; IMP-1 inhibitor: -2.7; UBC9 SUMO inh: -6; IDE inh: 7; VIM-2 inhibitor: -3.5

Results for Cc1cccc(OCC(=O)NC(C)C(=O)N/N=C/c2c(OCc3ccccc3)ccc3ccccc23)c1 (stereo unspecified) ?
PfM18AAP inh: 6; pCIP destab: 7; IDE act: -3; DNA FID counter: -8; HCV NS3 hel inh: -5; IMP-1 inhibitor: 1.4; UBC9 SUMO inh: -24; IDE inh: 8; VIM-2 inhibitor: -2.4

Results for Cc1ccc(N/N=C(\C#N)C(=O)c2ccsc2)cc1 ?
PfM18AAP inh: -6; pCIP destab: -13; IDE act: 5; DNA FID counter: -5; HCV NS3 hel inh: 12; IMP-1 inhibitor: -2.5; UBC9 SUMO inh: -13; IDE inh: 6; VIM-2 inhibitor: -1.1

What do the screens show for `CCCCc1c(C)c(C#N)c2[nH]c3ccccc3n2c1=O`?
PfM18AAP inh: 13; pCIP destab: -14; IDE act: -3; DNA FID counter: -3; HCV NS3 hel inh: 7; IMP-1 inhibitor: 0.1; UBC9 SUMO inh: 14; IDE inh: 6; VIM-2 inhibitor: -1.0

How did Cc1c(=O)n(OCc2ccccc2)c2ccccc2[n+]1[O-] do in these assays?
PfM18AAP inh: -1; pCIP destab: 3; IDE act: 2; DNA FID counter: -4; HCV NS3 hel inh: -2; IMP-1 inhibitor: -6.3; UBC9 SUMO inh: 24; IDE inh: 4; VIM-2 inhibitor: -2.6

What do the screens show for `COc1ccc(-c2nnc(SCC(=O)Nc3ccc(Cl)cc3)n2C)cc1`?
PfM18AAP inh: -7; pCIP destab: -4; IDE act: -2; DNA FID counter: 10; HCV NS3 hel inh: -7; IMP-1 inhibitor: -2.5; UBC9 SUMO inh: 10; IDE inh: -1; VIM-2 inhibitor: -4.0

Results for CN(Cc1ccccc1)C(=O)C1CCCN1S(=O)(=O)c1ccc2c(c1)n(C)c(=O)c(=O)n2C (stereo unspecified) ?
PfM18AAP inh: -6; pCIP destab: -11; IDE act: 8; DNA FID counter: -12; HCV NS3 hel inh: -4; IMP-1 inhibitor: -0.4; UBC9 SUMO inh: 26; IDE inh: 0; VIM-2 inhibitor: -0.4

How did COC(=O)c1c(NC(=O)c2ccc(S(=O)(=O)N3CCOCC3)cc2)sc2c1CCN(C)C2 do in these assays?
PfM18AAP inh: 10; pCIP destab: -22; DNA FID counter: 23; HCV NS3 hel inh: -16; IMP-1 inhibitor: -1.4; UBC9 SUMO inh: 19; IDE inh: 2; VIM-2 inhibitor: 78*

How did Cc1ccc(NS(=O)(=O)c2ccccc2Cl)c2c1CC(C)(C)O2 do in these assays?
PfM18AAP inh: -8; pCIP destab: -13; IDE act: -9; DNA FID counter: -20; HCV NS3 hel inh: -2; IMP-1 inhibitor: -1.1; UBC9 SUMO inh: -5; IDE inh: 6; VIM-2 inhibitor: -0.4

3 compounds from above, arranged by length of the SMILES, ascending.
How did COCCNC(=O)Cn1nc(C(F)(F)F)c(Cl)c1C do in these assays?
PfM18AAP inh: 3; pCIP destab: -8; IDE act: -1; DNA FID counter: 0; HCV NS3 hel inh: 2; IMP-1 inhibitor: -2.4; UBC9 SUMO inh: 0; IDE inh: -4; VIM-2 inhibitor: -0.5

How did O=C(NCCc1cccnc1)C1CCC(=O)N(Cc2cccc(C(F)(F)F)c2)C1 (stereo unspecified) do in these assays?
PfM18AAP inh: 1; pCIP destab: -19; IDE act: 1; DNA FID counter: -12; HCV NS3 hel inh: 6; IMP-1 inhibitor: -2.7; UBC9 SUMO inh: -6; IDE inh: 7; VIM-2 inhibitor: -3.5

How did COC(=O)c1c(NC(=O)c2ccc(S(=O)(=O)N3CCOCC3)cc2)sc2c1CCN(C)C2 do in these assays?
PfM18AAP inh: 10; pCIP destab: -22; DNA FID counter: 23; HCV NS3 hel inh: -16; IMP-1 inhibitor: -1.4; UBC9 SUMO inh: 19; IDE inh: 2; VIM-2 inhibitor: 78*

Further entries.
Results for CCOc1ccc(CCNC(=O)COC(=O)c2ccco2)cc1OCC ?
PfM18AAP inh: -2; pCIP destab: -5; IDE act: 2; DNA FID counter: -9; HCV NS3 hel inh: 6; IMP-1 inhibitor: -0.1; UBC9 SUMO inh: 4; IDE inh: 2; VIM-2 inhibitor: -4.0

Results for O=C(CC1SC(=Nc2ccccc2)N(Cc2ccccn2)C1=O)Nc1ccc(Br)cc1 (stereo unspecified) ?
PfM18AAP inh: 1; pCIP destab: 2; IDE act: -2; DNA FID counter: -20; HCV NS3 hel inh: -9; IMP-1 inhibitor: -0.6; UBC9 SUMO inh: -25; IDE inh: 7; VIM-2 inhibitor: 0.8

How did CCOC(=O)c1c(C)n(-c2ccc(OC)cc2)c2ccc(O)c(CN(C)C)c12 do in these assays?
PfM18AAP inh: 2; pCIP destab: -6; IDE act: 2; DNA FID counter: 25; HCV NS3 hel inh: -66; IMP-1 inhibitor: -2.9; UBC9 SUMO inh: 8; IDE inh: -2; VIM-2 inhibitor: -1.0

What do the screens show for `CCOC(=O)C1CCN(CC(=O)Nc2c(C(=O)OC)[nH]c3ccc(Cl)cc23)CC1`?
PfM18AAP inh: 13; pCIP destab: -3; IDE act: 7; DNA FID counter: -9; HCV NS3 hel inh: 18; IMP-1 inhibitor: 0.1; UBC9 SUMO inh: -8; IDE inh: -1; VIM-2 inhibitor: -0.5

Results for COc1cccc(-c2ccc(=O)n(CC(=O)NCCN3CCOCC3)n2)c1 ?
PfM18AAP inh: 2; pCIP destab: 7; IDE act: 6; DNA FID counter: -8; HCV NS3 hel inh: 1; IMP-1 inhibitor: -1.0; UBC9 SUMO inh: -3; IDE inh: -1; VIM-2 inhibitor: -4.8

How did NS(=O)(=O)c1ccc(CCNC(=O)c2cc([N+](=O)[O-])ccc2N2CCCCC2)cc1 do in these assays?
PfM18AAP inh: -8; pCIP destab: -7; IDE act: 2; DNA FID counter: -13; HCV NS3 hel inh: -6; IMP-1 inhibitor: -2.6; UBC9 SUMO inh: 13; IDE inh: 0; VIM-2 inhibitor: 0.0

What do the screens show for `O=C(Nc1ccccc1Cl)Oc1ccc2ccccc2c1`?
PfM18AAP inh: 5; pCIP destab: 0; DNA FID counter: -3; HCV NS3 hel inh: -1; IMP-1 inhibitor: -2.3; UBC9 SUMO inh: 16; IDE inh: 5; VIM-2 inhibitor: -1.6

How did CSc1ncc(Cl)c(C(=O)Nc2ccc(S(=O)(=O)Nc3nccc(C)n3)cc2)n1 do in these assays?
PfM18AAP inh: 3; pCIP destab: -2; IDE act: 3; DNA FID counter: -23; HCV NS3 hel inh: 2; IMP-1 inhibitor: -2.7; UBC9 SUMO inh: 1; IDE inh: 0; VIM-2 inhibitor: -1.5

What do the screens show for `Cc1ccc(C)c2c1cc(C)c1nnc(SCC(=O)NCc3ccc4c(c3)OCO4)n12`?
PfM18AAP inh: -2; pCIP destab: 0; IDE act: 9; DNA FID counter: -38; HCV NS3 hel inh: 7; IMP-1 inhibitor: -4.7; UBC9 SUMO inh: 16; IDE inh: 6; VIM-2 inhibitor: -4.3

How did COc1cc2c(C(=O)N3CCOCC3)c(CSc3ccccc3)n(C)c2cc1Br do in these assays?
PfM18AAP inh: -8; pCIP destab: -3; IDE act: 3; DNA FID counter: -35; HCV NS3 hel inh: -16; IMP-1 inhibitor: -3.6; UBC9 SUMO inh: -8; IDE inh: 1; VIM-2 inhibitor: -3.2

How did C#CCOCCOCCOCCNc1nc(N2CCOCC2)nc(N2CCN(C(=O)[C@H]([C@@H](C)CC)n3cc([C@@H](N)Cc4ccc(O)cc4)nn3)CC2)n1 do in these assays?
PfM18AAP inh: 5; pCIP destab: -9; IDE act: 2; DNA FID counter: 15; HCV NS3 hel inh: -19; IMP-1 inhibitor: -3.2; UBC9 SUMO inh: 9; IDE inh: 0; VIM-2 inhibitor: -2.2

How did CSc1cccc(N2C(=O)C3CCCN3C2=S)c1 (stereo unspecified) do in these assays?
PfM18AAP inh: 10; pCIP destab: 2; IDE act: 1; DNA FID counter: -2; HCV NS3 hel inh: -7; IMP-1 inhibitor: -2.2; UBC9 SUMO inh: -4; IDE inh: 0; VIM-2 inhibitor: -1.1

Results for CCOC(=O)c1ccc(NC(=S)N2CCN(Cc3ccccc3)CC2)cc1 ?
PfM18AAP inh: 2; pCIP destab: 2; IDE act: 2; DNA FID counter: -7; HCV NS3 hel inh: -7; IMP-1 inhibitor: -3.9; UBC9 SUMO inh: 1; IDE inh: 3; VIM-2 inhibitor: -1.7

How did CC1CC(NC(=O)c2cc3c(=O)n4ccccc4nc3n2C)CC(C)(C)C1 (stereo unspecified) do in these assays?
PfM18AAP inh: 0; pCIP destab: -7; IDE act: 5; DNA FID counter: -25; HCV NS3 hel inh: -5; IMP-1 inhibitor: -2.0; UBC9 SUMO inh: 25; IDE inh: 2; VIM-2 inhibitor: 0.7
